# Mdm2 MdmX PPI: inhibitors of human Mdm2-MdmX association, primary screen, cell-based, luminescence, split luciferase, SaOS-2, uHTS | actives 3% (n = 330,000) | inhibition, % at 8 µM | SaOS-2 split-luciferase Mdm2/MdmX complementation;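 active means inhibition of at least 50% at 8 µM in the primary screen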
# TIM10 inh: growth inhibitors of isogenic TIM10 control yeast, primary screen, counter-screen for tim10-1 yeast inhibitor project, luminescence, uHTS. S. cerevisiae TIM10 strain growth, BacTiter-Glo luminescence, 24 h. inhibition, % at 10 µM. actives 1.4% (n = 330,000). AID 463195, 2010;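 active means inhibition of 40% or more at the single tested concentration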;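 further: wild-type TIM10 isogenic control strain grown at permissive 25 °C; 0% = DMSO yeast wells and 100% = minimal medium wells without yeast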
# XBP1 UPR activ: activators of adaptive XBP1 UPR arm, primary screen, cell-based, CHO-XBP1 luciferase reporter, luminescence, uHTS; IRE1-XBP1 UPR activation; percent of tunicamycin response, DMSO as zero; activation, % at 20 µM; actives 0.33% (n = 330,000); AID 463104, 2010;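 active means versus positive control, 20 µM dose yields 30% or more activation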;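 further: 100% = tunicamycin at 10 µg/mL and 0% = DMSO only wells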
#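 Material: IRE1-XBP1 luciferase reporter CHO line / Quantity: one thousand reporter cells per well / Buffer or medium: F12 with 10% serum / Compound: 20 µM single concentration, DMSO 1% / Times: 6 h treatment, 37 °C / Detection: Steady-Glo luciferase glow luminescence, 10 min after reagent addition / Benchmarks: tunicamycin high, DMSO low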
# tim23-1 inh: growth inhibitors of tim23-1 mutant yeast, primary screen, luminescence, uHTS. actives 1.3% (n = 330,000). S. cerevisiae tim23-1 growth, BacTiter-Glo luminescence, 24 h. inhibition, % at 20 µM;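 active means growth inhibition of the mutant yeast at or above 50%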;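 further: temperature-sensitive mutant grown at 25 °C; plate controls were DMSO-treated mutant yeast for no effect and medium wells lacking yeast for full effect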
# CHOP UPR activ: activators of apoptotic CHOP UPR arm, primary screen, cell-based, CHO-CHOP luciferase reporter, luminescence, uHTS; UPR activation; percent of tunicamycin response over DMSO baseline; AID 449763, 2010; activation, % at 10 µM; actives 0.34% (n = 330,000);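 active means at 10 µM dose, activation of 40% or more, normalized to positive control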;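 further: 100% = tunicamycin at 10 µg/mL and 0% = DMSO alone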
#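 System: CHO-CHOP luciferase reporter cell line; amount: 500 cells/well; buffer or medium: F12 medium containing 10% fetal bovine serum; incubation: 6 h compound exposure at 37 °C after overnight seeding; measured by: luciferase luminescence after 10 min with Steady-Glo reagent; evaluation: % reporter activation, DMSO baseline versus tunicamycin full activation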
# tim10-1 inh: growth inhibitors of tim10-1 mutant yeast, primary screen, luminescence, uHTS | S. cerevisiae tim10-1 ts strain growth, BacTiter-Glo, 24 h | inhibition, % at 20 µM | actives 2.2% (n = 330,000);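 active means inhibition of at least 40%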;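 further: mutant grown at 25 °C; 0% = DMSO wells with yeast and 100% = wells holding no yeast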
# APJ antagonist: antagonists of human apelin receptor APJ, primary screen, CHO-K1 cells, beta-arrestin complementation, luminescence; P35414; inhibition, % at 20 µM; actives 0.32% (n = 330,000);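 active means inhibition above about 40% at 20 µM, limit read from the data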;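 further: cells challenged with 10 nM apelin-13 agonist together with compound; plate controls were apelin-13 plus DMSO wells for no effect and DMSO wells lacking apelin-13 for full effect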
# Target sequence (P35414 whole entry, looked up): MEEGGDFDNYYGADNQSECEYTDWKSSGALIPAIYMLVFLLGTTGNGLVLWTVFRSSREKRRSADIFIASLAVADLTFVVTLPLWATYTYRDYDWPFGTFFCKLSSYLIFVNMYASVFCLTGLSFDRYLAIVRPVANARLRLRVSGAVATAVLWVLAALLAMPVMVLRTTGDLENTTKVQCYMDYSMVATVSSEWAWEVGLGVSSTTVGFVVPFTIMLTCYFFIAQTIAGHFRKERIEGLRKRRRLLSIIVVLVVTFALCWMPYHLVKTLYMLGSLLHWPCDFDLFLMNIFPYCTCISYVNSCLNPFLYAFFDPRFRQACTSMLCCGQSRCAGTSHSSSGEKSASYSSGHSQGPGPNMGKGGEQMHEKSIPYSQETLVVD
# CXCR6 inh: CXCR6 receptor inhibitors, primary screen, cell-based, beta-arrestin, luminescence, CHO-K1 PathHunter, 1536-well; actives 0.36% (n = 360,000); inhibition, % at 20 µM; C-X-C chemokine receptor type 6 (Homo sapiens), O00574; in the data active means inhibition above about 34%, passing the limit was not always enough;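 further: antagonist mode with CXCL16 agonist at 10 nM final; 0% = 10 nM CXCL16 with DMSO and 100% = unstimulated wells without agonist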
# Target sequence (O00574 whole entry, looked up): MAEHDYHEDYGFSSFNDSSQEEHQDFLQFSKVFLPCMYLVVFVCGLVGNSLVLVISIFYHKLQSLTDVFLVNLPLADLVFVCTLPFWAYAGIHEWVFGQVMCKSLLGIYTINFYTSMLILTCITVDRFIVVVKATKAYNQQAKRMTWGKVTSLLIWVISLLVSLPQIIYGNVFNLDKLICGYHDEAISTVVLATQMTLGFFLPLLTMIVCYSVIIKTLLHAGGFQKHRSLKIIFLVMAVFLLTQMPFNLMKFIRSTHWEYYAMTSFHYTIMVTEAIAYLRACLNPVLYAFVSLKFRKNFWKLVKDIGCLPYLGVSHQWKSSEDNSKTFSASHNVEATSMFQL
# APJ ag: agonists of human apelin receptor APJ, primary screen, CHO-K1 cells, PathHunter beta-arrestin, luminescence. 0% DMSO wells, 100% apelin. AID 2520, 2010. actives 0.11% (n = 330,000). activation, % at 20 µM. P35414;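 active means activation more than six SD over the plate average, tested at 20 µM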;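 further: 0% = DMSO alone and 100% = apelin-13 at 10 nM; some results filed as inactive read as strong as hits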
#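 Assay system: engineered CHO-K1 APJ arrestin reporter cells; Amount: 1000 CHO-K1 reporter cells seeded per well; Dosing: one dose, 20 µM compound, 1% DMSO; Times: compound stimulation 90 min at 25 °C, detection 60 min; Measured by: luminescent beta-gal fragment complementation, chemiluminescent substrate; Read-out: APJ–arrestin association signal; Controls: DMSO vs Apelin-13 10 nM.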
# Starred values were filed as active, the others as inactive; . = not tested or not shown. This is a subset; rates above refer to the full screens.
SMILES,Mdm2 MdmX PPI,TIM10 inh,XBP1 UPR activ,tim23-1 inh,CHOP UPR activ,tim10-1 inh,APJ antagonist,CXCR6 inh,APJ ag
Fc1ccccc1NC(=S)N(CCCN1CCOCC1)Cc1cccnc1,7,-13,-1,5,10,9,11,-7,1
Cc1ccc(NC(=O)CNC2CCCCC2)cc1Cl,-17,-7,-1,-4,1.8,1,20,8,0
Cc1ccc2nc(SCC(=O)Nc3cccc(S(=O)(=O)NC4=NCCCCC4)c3)[nH]c2c1,8,-8,0,11,1.8,7,-7,-9,1
Cc1nn(C)c(C(=O)NC(=S)Nc2ccccc2O)c1Cl,2,22,-4,10,4.8,20,28,44*,-13
COc1ccc(C(=O)NC2CCN(C(=S)NCCc3ccccc3)CC2)cc1,4,-2,-1,17,-1.3,-8,-1,6,-2
O=C(CSc1nnc(COc2ccc(Cl)cc2)n1Cc1ccco1)N1CCNC1=O,-2,8,-1,14,2.2,8,5,-2,-4
O=C1CCCN1CCCNc1ncccc1[N+](=O)[O-],-4,-7,3,15,0.0,0,5,-6,0
CC(C)n1ncc2c(C(=O)Nc3cccc(C#N)c3)cc(C3CC3)nc21,38,30,2,40,0.6,19,10,9,6
O=C(CO/N=C/c1ccccc1OC(F)F)NC1CCCCC1,-6,1,1,11,0.3,32,6,1,-4
O=C(CCC1CCCCC1)NCCN1C2=NC[C@@H](Cc3ccccc3)N2C[C@H]1Cc1ccc(O)cc1,67*,-2,-1,1,1.0,-1,15,8,-6
O=C(CSCc1ccc([N+](=O)[O-])cc1)Nc1cccc(C(=O)Nc2ccccc2C(=O)O)c1,-23,12,-1,10,0.6,7,7,10,1
CCN(CC)S(=O)(=O)c1cccc(C(=O)N/N=C2\CC(=O)CC(C)(C)C2)c1,8,0,0,7,1.0,3,6,6,-3
CC#CCN1c2ccccc2[C@]23C[C@@H](C(=O)OC)N(C(=O)NC(C)(C)C)C2=NC(C(=O)OC)=C(C(=O)OC)[C@H]13,11,2,-1,21,1.9,12,-19,6,-6
Cc1nc2scc(-c3ccco3)c2c(=O)n1/N=C/N(C)C,-4,-11,3,15,-1.6,21,3,1,-6
Cc1ccc2nc(-c3cccc(NC(=O)c4ccc5c(c4)OCCO5)c3)oc2c1,-11,20,2,-2,4.5,18,4,2,2
COc1ccc(C(=O)N/C(=C/c2cccc3ccccc23)C(=O)NCCc2c[nH]c3ccccc23)cc1OC,-22,17,-4,8,3.0,7,11,1,-6
O=C(NCC1CC1)c1cccc2c1C(=O)c1ccc(N3CCCC3)cc1S2(=O)=O,5,5,0,7,0.7,0,18,13,-1
Cc1cccc(NC(=O)Cn2c(O)c(N=NC(=O)c3ccncc3)c3ccccc32)c1,-1,-2,-3,14,1.2,8,-3,4,-3
Cc1ccc(N2C(=O)C3C4CC(=O)C(c5ccccc54)C3C2=O)cc1 (stereo not given),-1,-8,2,12,-2.4,14,-10,-9,-3
COc1ccc(S(=O)(=O)Nc2cccc(SC)c2)cc1OC,-4,16,1,17,-2.0,14,-6,-6,-5

# Filtered by structure, the entries above containing fluorine (two)
SMILES,Mdm2 MdmX PPI,TIM10 inh,XBP1 UPR activ,tim23-1 inh,CHOP UPR activ,tim10-1 inh,APJ antagonist,CXCR6 inh,APJ ag
Fc1ccccc1NC(=S)N(CCCN1CCOCC1)Cc1cccnc1,7,-13,-1,5,10,9,11,-7,1
O=C(CO/N=C/c1ccccc1OC(F)F)NC1CCCCC1,-6,1,1,11,0.3,32,6,1,-4

# Returning to the listing; the 2 compounds before the break are reprinted first.
SMILES,Mdm2 MdmX PPI,TIM10 inh,XBP1 UPR activ,tim23-1 inh,CHOP UPR activ,tim10-1 inh,APJ antagonist,CXCR6 inh,APJ ag
Cc1ccc(N2C(=O)C3C4CC(=O)C(c5ccccc54)C3C2=O)cc1 (stereo not given),-1,-8,2,12,-2.4,14,-10,-9,-3
COc1ccc(S(=O)(=O)Nc2cccc(SC)c2)cc1OC,-4,16,1,17,-2.0,14,-6,-6,-5
CC(C)(C(=O)Nc1nccs1)c1ccccc1,-7,3,-1,-2,1.4,18,2,4,-4
COc1cccc(N(CC(=O)N2CCCCCC2)S(C)(=O)=O)c1,19,9,-2,2,-1.9,0,1,-7,-3
O=C(OCC(=O)c1ccccc1Cl)C1=NN(c2ccccc2)C(=O)CC1,0,-5,3,6,3.6,9,12,6,-6
CCC(CO)NCc1ccc(OC2CCCC2)cc1 (stereo not given),17,-6,-2,9,-0.1,6,-7,5,-2
Nc1nc(CSc2ccccn2)nc(Nc2ccccc2)n1,-103,12,5,19,2.8,30,0,-7,7
CSc1nc(-c2ccc(F)cc2)cc(=O)[nH]1,-6,16,1,16,1.4,4,-24,-6,-2
CC1CN(c2nc(Nc3ccccc3)nc(N)c2[N+](=O)[O-])CC(C)O1 (stereo not given),22,-18,-3,5,1.9,-9,-3,1,0
CCOc1cc(N2CCOCC2)c(OCC)cc1NC(=O)C1CCCC1,-14,-3,-1,11,0.9,5,-7,-14,-9
CC(C)C(=O)N1CCN(c2ccccc2NC(=O)c2ccc([N+](=O)[O-])o2)CC1,14,35,-3,45,0.4,59*,-27,-20,4
CCn1c(SCC(=O)Nc2ccc(OC)c(OC)c2)nc2c(c1=O)SCC2,16,7,2,-6,-0.2,-4,13,-5,-5
COCc1cc(C)n(CC(=O)Nc2cc(C)cc(C)c2)c(=O)c1C#N,-19,13,0,0,1.0,17,8,-5,-2
O=C(NN1C(=O)c2ccccc2NC1c1ccccn1)c1ccccc1 (stereo not given),-10,-6,-2,3,2.1,8,-2,0,3
Nc1nc2ccc(N3CCOCC3)cc2s1,-40,4,-1,2,-2.3,6,-11,-4,6
CC(=O)NC(CC(=O)N(C)C1CCCCC1)c1ccccc1 (stereo not given),-8,-6,1,-5,1.2,-8,14,2,0
COc1cccc(CN2CC(C(=O)NCc3ccc(C)o3)CCC2=O)c1 (stereo not given),4,-3,-4,-6,-1.0,-5,13,0,2
CC(C)c1ccc(NC(=O)C2C3C=CC4(CN(CCCN5CCOCC5)C(=O)C24)O3)cc1 (stereo not given),24,8,-1,-12,1.0,2,19,-5,3
O=Cc1ccc(OCc2nnc(-c3ccccc3Br)o2)cc1,17,-2,8,24,0.6,11,7,-12,1
Cc1nc(Nc2nc3ccccc3o2)nc(C)c1C(=O)Nc1ccc(F)cc1,-3,11,0,6,0.7,4,-2,2,-3
CCOC(=O)c1[nH]c2c(c1-c1ccccc1)C(=O)CC(c1ccc(Cl)cc1)C2 (stereo not given),34,4,4,-1,1.4,12,7,0,-2
C=CCO/N=C(/C)c1c(O)c(CC)c(-c2ccccc2)n(-c2ccccc2)c1=O,-16,9,-2,30,-0.2,21,-19,-8,9
Brc1ccc(-c2cnc3n2CCCC3)cc1,-1,6,-2,2,0.2,8,5,2,-5
CCOC(=O)c1c(CC(C)C)csc1/N=C/C1C(=O)CC(C)(C)CC1=O,-24,10,5,6,-1.0,29,-1,0,-2
N#Cc1ccc(Nc2ccccc2)c(N)c1,7,5,1,17,-0.1,2,-20,-11,7
Cc1ccc(C)c(OCC(=O)N2CCOCC2)c1,0,17,-1,-9,1.5,18,18,-6,-1
COc1cc(C(C(=O)NC(C)(C)C)N(C(=O)CNC(=O)c2cccs2)c2cccnc2)cc(OC)c1OC (stereo not given),31,3,-3,2,1.9,-9,14,0,-2
COc1ccc(CN2C(=O)CCCc3ccccc32)cc1,26,6,-8,22,1.4,0,-7,-1,-4
O=C1CC(c2ccc(F)cc2)C(n2cncn2)C(O)=C1C1NCCc2ccccc21 (stereo not given),-5,-8,1,-12,-0.1,22,3,-7,1
CCC(CC)C(=O)Nc1cccc(C(=O)Nc2ccc(OC)cc2[N+](=O)[O-])c1,1,2,0,-11,-1.1,3,-5,-6,3
CCNCCC(=O)N1c2ccccc2Sc2ccc(C(F)(F)F)cc21,40,1,-3,2,1.7,10,-21,0,-2
COc1ccc(C(=O)NCCc2nnc3ccc(SCC(=O)N4CCOCC4)nn23)cc1,14,5,-5,0,-0.9,8,-1,1,2
CCN1CCN(Cc2ccc(NC(=O)Nc3ccc(OC)cc3)cc2)CC1,-3,10,0,1,3.8,-11,0,-1,4
Cc1ccc(CNC(=O)C(Cc2ccccc2)NS(=O)(=O)c2cccs2)cc1 (stereo not given),8,6,-3,8,-1.5,16,19,4,-4
O=C1[C@H]2[C@H]3[C@H](O)[C@H](O)C/C(=N\OC[C@@H](O)COCc4ccco4)[C@@H]3CC[C@H]2C(=O)N1c1ccc(F)cc1F,2,7,1,7,1.6,-2,-8,.,2
COc1cc(C(=O)NCC(c2ccco2)N2CCCC2)ccc1OCc1ccccc1 (stereo not given),11,12,-1,2,2.1,11,7,1,-2
O=C(/C=C/c1ccc(Cl)cc1Cl)N(Cc1ccccc1)C1CCS(=O)(=O)C1 (stereo not given),11,20,-1,17,1.2,19,-1,-1,-1
CCC1CCCCN1C(=S)NC(=O)c1ccc(F)c(S(=O)(=O)N2CCOCC2)c1 (stereo not given),20,14,5,15,0.8,19,6,3,-3
CCn1c(CCNC(=O)c2ccco2)nc2ccccc21,9,-23,2,-1,1.0,3,-14,-1,-4
CC(=O)Oc1ccc(C(=O)O)cc1OC(C)=O,16,1,0,-6,0.3,-5,8,2,-2
Cc1ccc(S(=O)(=O)N2[C@@H](c3ccccc3)C(C(=O)O)=CC[C@H]2c2cccs2)cc1,7,-8,-1,-6,0.0,-5,15,-5,4
Cc1ccnn1CCSCC(=O)O,0,12,-3,6,0.1,7,-1,7,-4
C=CCN=C1NN=C(c2cc(C)n(CCOC)c2C)CS1,86*,4,-7,-11,-9.9,15,7,13,-2
COc1cc2c(cc1OC)CN(C(=S)Nc1ccccc1)CC2,-2,-1,-3,28,-2.7,8,-12,-6,0
CCN(CC(=O)Nc1ccccc1C(F)(F)F)C(=O)c1cccc(N2C(=O)CCC2=O)c1,3,4,-3,3,0.5,-9,-4,0,3
COc1ccc(C)cc1S(=O)(=O)Nc1cccnc1,-13,3,0,-4,-0.2,3,-9,2,0
Cc1ccc(-n2nc(C)c3c(C)cc(=O)[nH]c32)cc1,4,-8,-1,-1,1.7,-45,-7,6,-5
COC(=O)C1=CN(C2CC2)C=C(C(=O)OC)C1c1ccccc1OC,10,15,1,19,0.4,11,10,3,-3
COc1ccc([C@H]2C(C(=O)O)=C[C@@H](C(C)(C)C)N2S(=O)(=O)c2ccccc2)cc1,4,1,0,1,-2.4,-2,-3,4,-4
